Screening data deposited in PubChem by several laboratories.
GDH-TPI inh = GDH-TPI coupled enzyme inhibition counter-screen; GDH-TPI coupled enzyme counterscreen, NADH absorbance; inhibition, % at 4.8 µM; hit rate 1.2% among 360,000;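 also: 0% = DMSO wells and 100% = wells lacking the enzyme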
FadD28 binding = M. tuberculosis FadD28 bisubstrate binding inhibition. FadD28 bisubstrate probe binding, fluorescence polarization. inhibition, % at 12.5 µM. hit rate 0.22% among 360,000; in the data active = inhibition above about 8.5%, passing the limit was not always enough; inconclusive = no clear call, values can overlap the other calls
PrPC TRFRET = inhibitors of human cell surface prion protein PrPC; P04156; hit rate 0.43% among 370,000; inhibition, % at 13.8 µM; TR-FRET read-out; in the data active = inhibition above about 24%; also: 0% = median of the test wells and 100% = reference compound wells
UGM FP inh = inhibitors of M. tuberculosis UDP-galactopyranose mutase. inhibition, % at 10 µM. purified UGM, fluorescence polarization probe displacement. AID 504406. hit rate 0.06% among 320,000. P9WIQ1; in the data active = inhibition above about 10%, passing the limit was not always enough; inconclusive = no clear call, values can overlap the other calls
Target sequence (P9WIQ1 whole entry, looked up): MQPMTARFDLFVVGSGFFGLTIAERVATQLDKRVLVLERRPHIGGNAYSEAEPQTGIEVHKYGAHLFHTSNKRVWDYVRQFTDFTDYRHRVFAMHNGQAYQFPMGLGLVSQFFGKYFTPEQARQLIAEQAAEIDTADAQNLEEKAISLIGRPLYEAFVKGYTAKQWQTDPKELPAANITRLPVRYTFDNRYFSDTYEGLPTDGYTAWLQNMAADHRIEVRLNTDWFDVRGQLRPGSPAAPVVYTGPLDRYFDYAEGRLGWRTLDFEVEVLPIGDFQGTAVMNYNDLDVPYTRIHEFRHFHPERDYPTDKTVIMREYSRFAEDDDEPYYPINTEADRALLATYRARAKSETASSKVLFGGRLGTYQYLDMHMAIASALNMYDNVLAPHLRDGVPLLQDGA
BoNT-F LC inh = BoNT F light chain protease inhibition. Multiplex microsphere protease cleavage assay, flow cytometry. inhibition, % at 10 µM. hit rate 0.22% among 360,000; in the data active = inhibition above about 35%, passing the limit was not always enough; inconclusive = no clear call, values can overlap the other calls; also: plate controls were buffer without enzyme for full effect and enzyme alone for no effect
CCHF vOTU inh = blocks the CCHF virus ovarian tumor domain protease | AID 651958 | inhibition, % at 11.5 µM | CCHFV vOTU protease, Pep-AMC fluorescence | hit rate 0.55% among 370,000; also: 0% = vehicle wells with enzyme and 100% = no enzyme wells
BoNT-A LC inh2 = blocks Botulinum neurotoxin A light chain protease. multiplex microsphere protease substrate cleavage, flow cytometry. inhibition, % at 10 µM. hit rate 0.17% among 360,000. AID 588499; in the data active = inhibition above about 30%; inconclusive = no clear call, values can overlap the other calls; also: plate controls were buffer without enzyme for full effect and enzyme alone for no effect
FBA Mtb inh = inhibits M. tuberculosis FBA enzyme. P9WQA3. purified M. tuberculosis FBA, fluorescence read-out. inhibition, % at 1 µM. hit rate 2.3% among 360,000; in the data active = inhibition above about 27%;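 also: 0% = vehicle and 100% = reference inhibitor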
Target sequence (P9WQA3 whole entry, looked up): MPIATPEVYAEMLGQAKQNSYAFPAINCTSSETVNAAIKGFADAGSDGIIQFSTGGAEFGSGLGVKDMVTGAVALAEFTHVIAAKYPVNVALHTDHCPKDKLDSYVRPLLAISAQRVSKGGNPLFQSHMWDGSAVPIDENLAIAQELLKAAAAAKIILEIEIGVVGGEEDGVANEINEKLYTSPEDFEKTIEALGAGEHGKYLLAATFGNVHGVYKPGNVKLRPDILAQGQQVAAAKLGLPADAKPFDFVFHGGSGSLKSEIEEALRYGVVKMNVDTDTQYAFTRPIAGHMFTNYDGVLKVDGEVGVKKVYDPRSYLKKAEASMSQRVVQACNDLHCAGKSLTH
BioA inh = inhibitors of Mycobacterium tuberculosis BioA enzyme | purified M. tuberculosis BioA enzyme, plate reader | inhibition, % at 9.99 µM | hit rate 0.096% among 360,000; in the data active = inhibition above about 40%; inconclusive = no clear call, values can overlap the other calls
* = called active by the depositor; u = inconclusive; x = no result given; & = joins results of further samples. Rule as the data show it, unless noted: active = inhibition above about 30%; inactive = the rest.

SMILES | GDH-TPI inh | FadD28 binding | PrPC TRFRET | UGM FP inh | BoNT-F LC inh | CCHF vOTU inh | BoNT-A LC inh2 | FBA Mtb inh | BioA inh
O=C(Nc1nnc(C2CC2)s1)C1Cc2ccccc2CN1S(=O)(=O)c1ccccc1F (stereo not drawn) | 1.6 | -2.1 | 10.1 | 1.5 | -5.4 | 4.5 | -1.0 | 2.4 | x
O=[N+]([O-])NC1=NCCN1Cc1ccc(Cl)nc1 | 3.4 | 0.3 | -4.9 | -1.3 | -4.8 | 1.1 | -0.6 | 3.5 | 3.2
COc1ccc(CCNC(=O)c2cc3c(=O)n4cccc(C)c4nc3s2)cc1OC | -9.3 | -1.0 | -2.9 | 4.2 | 1.3 | -16.1 | 2.5 | 1.3 | 2.2
O=C1COc2ccc(C(=O)NCc3ccc4c(c3)OCO4)cc2N1 | 2.6 | -4.6 | 7.7 | 2.3 | 0.9 | -3.0 | 0.1 | -1.4 | 1.1
N#CCCN(C(=O)CN1CCN(S(=O)(=O)c2ccc3c(c2)OCCO3)CC1)c1ccc(F)cc1 | 2.1 | -1.8 | -3.7 | -3.0 | 1.2 | 14.0 | -0.1 | 0.5 | -1.1
CCC1CCCCN1C(=O)CCc1nnc(C2CCCCC2)o1 (stereo not drawn) | 0.6 | -1.1 | 4.2 | 1.0 | -4.4 | -12.0 | -1.6 | 0.1 | 0.6
CCc1cccc(NC(=O)Cc2ccc([N+](=O)[O-])cc2)c1 | 7.6 | 0.7 | -18.5 | -5.1 | -3.3 | 8.0 | -0.7 | -0.6 | x
CCn1c(-c2csc(-c3ccc(Cl)cc3)n2)n[nH]c1=S | -5.8 | -4.5 | -2.8 | -1.7 | 6.8 | -0.3 | 0.1 | -0.7 | 0.6
CCC(=O)NC(=S)NNC(=O)c1ccc(OC)cc1 | 18.4 | -1.4 | 1.9 | 0.6 | -0.1 | -1.8 | 0.5 | 1.0 | -0.7
O=C(C1=C[C@H](c2ccc(C(F)(F)F)cc2)C[C@H](OCc2ccc(CO)cc2)O1)N1CCN(Cc2ccccc2)CC1 | 17.9 | -4.2 | 5.4 | -1.9 | -2.5 | 15.8 | 0.5 | 5.5 | 7.9&-3.5
Cc1oc(C(C)(C)C)cc1C(=O)Nc1ccc(N2CCOCC2)cc1 | 5.4 | -0.5 | 15.1 | 4.9 | u | 4.0 | -0.6 | -0.4 | -0.5
Nc1nonc1-n1nnc(C(=O)N/N=C/c2ccccc2O)c1CN1CCCC1 | 14.3 | -2.9 | 8.6 | -1.1 | -3.7 | 1.6 | -0.1 | 4.5 | -1.1
CC(=O)Nc1ccc(C(=O)c2ccccc2)cc1 | 8.7 | 0.3 | 8.8 | 1.1 | -2.6 | 8.7 | -0.1 | 7.0 | -0.9
COc1ccc(OC)c(NC(=O)c2cccnc2Sc2ccccc2)c1 | 5.9 | 0.4 | 4.8 | 3.8 | -28.9 | -9.8 | -1.2 | 0.9 | x
O=C(Nc1nnc(C2CC2)s1)c1cc2ccccc2o1 | 15.5 | -4.7 | 1.8 | x | -0.6 | 4.9 | 2.2 | 4.6 | -0.1
O=C1NC(=O)/C(=C\c2ccc(OCc3cccc([N+](=O)[O-])c3)cc2)N1 | 16.1 | -4.2 | -13.8 | 0.1 | 0.2 | 5.4 | 0.1 | -3.1 | x
O=C(/C=C/c1ccco1)N1CCN(S(=O)(=O)c2cccs2)CC1 | 9.2 | 0.4 | 1.1 | -3.6 | 5.3 | -12.3 | -0.4 | -0.4 | 1.2
Cc1cccc(NC(=O)c2csnn2)n1 | 1.9 | 0.4 | -6.2 | -2.1 | 7.5 | -1.0 | -1.3 | 2.8 | x
Cc1cc(C2=NNC(=Nc3ccccc3)SC2)c(C)n1C | 2.7 | -5.2 | 4.2 | 0.9 | -25.5 | 16.4 | 1.1 | -3.7 | x
Nc1nc(SCC(=O)Nc2ccc(OC(F)(F)F)cc2)[nH]c(=O)c1NC(=O)c1ccc(Br)o1 | 4.5 | -2.3 | 2.8 | -2.8 | -9.9 | 22.6 | -5.0 | 0.9 | -1.7
Cc1cc([N+](=O)[O-])ccc1Nc1nc2ccccc2n2cnnc12 | -2.1 | -3.1 | -3.0 | 1.9 | -4.3 | 3.9 | -0.7 | -1.1 | -0.9
CCN(Cc1ccccc1)C(=O)CCNS(=O)(=O)c1ccc2c(c1)CC(C)N2C(C)=O (stereo not drawn) | -10.3 | -4.4 | -5.2 | 0.1 | 0.8 | 6.8 | 0.2 | -3.0 | 2.4
CN(C(=O)COC(=O)c1cccc(S(=O)(=O)N(C)c2ccccc2)c1)C1CCCCC1 | 5.3 | -2.1 | 1.0 | 0.3 | 2.1 | 10.5 | 1.1 | -2.4 | -0.5
CCCOc1ccc(Cc2c(O)nc(SC)[nH]c2=O)cc1C | 1.5 | 0.1 | 0.8 | 0.5 | 12.7 | 5.1 | -0.2 | 0.1 | -0.7
Cc1ccc(S(=O)(=O)N2CCCN(S(=O)(=O)c3ccccc3Br)CC2)cc1 | -4.7 | -4.0 | 5.3 | x | 1.0 | 8.5 | -0.1 | 0.1 | 1.1
Cc1cccc(C(=O)NNC(=O)CN2C(=O)c3ccccc3C2=O)c1 | -3.1 | -1.6 | 1.8 | 1.1 | -3.9 | 2.5 | -0.5 | 0.5 | x
Cc1ccc(NC(=O)Cn2c(O)c(N=NC(=O)c3cc4ccccc4cc3O)c3ccccc32)cc1 | 28.4 | -0.6 | -3.9 | 3.0 | -1.0 | 1.7 | 1.1 | -4.4 | -1.9
CC1Cc2ccccc2N1Cc1ccc([N+](=O)[O-])cc1 (stereo not drawn) | 0.8 | -0.3 | -0.5 | -1.5 | -2.4 | 11.6 | -0.6 | -1.7 | -0.9
COc1ccc(OC)c(NC(=O)N2CCCc3ccccc32)c1 | -3.4 | -0.3 | -1.3 | 1.1 | -2.9 | -5.3 | 1.0 | 1.6 | -1.0
O=c1c([N+](=O)[O-])cccn1Cc1cccc(Cl)c1 | 1.3 | -0.5 | -19.8 | -0.5 | -0.7 | -0.7 | -1.1 | 5.9 | 0.2
CCOC(=O)C1CCCN(S(=O)(=O)c2cc(Br)cc3c2N(C(=O)C2CC2)CC3)C1 (stereo not drawn) | -8.8 | -4.4 | 1.2 | -3.4 | -4.5 | -6.5 | -0.1 | 1.7 | 2.7
Cc1nn(Cc2ccccc2)c(C)c1C(=O)OCC(=O)NCc1ccco1 | -0.6 | -1.8 | 5.4 | 0.4 | 1.7 | 14.9 | 0.1 | 1.0 | x
N#CC(Cc1ccc(OC(F)F)cc1)c1nc2ccccc2[nH]1 (stereo not drawn) | 0.0 | -3.2 | -0.4 | 1.4 | -1.9 | -1.1 | -0.8 | 3.1 | 0.1
O=C1CN=C(Nc2cccc(C(F)(F)F)c2)N1C1CCCC1 | 6.4 | -0.1 | 5.2 | -0.2 | 6.3 | -8.6 | -1.0 | -0.9 | -1.1
CCOC(=O)C1=C(C)N(CCCC(=O)O)C(=O)NC1c1ccccc1 (stereo not drawn) | 6.0 | -0.2 | 1.6 | 0.8 | -4.0 | -0.9 | 0.1 | -2.3 | 1.2
COc1ccc(CN2C(=O)C(CC(=O)NC3CCCC3)CC(C(=O)N3CCOCC3)=C2C)cc1 (stereo not drawn) | x | 0.9 | -2.8 | x | -4.9 | -4.8 | -0.5 | 1.4 | -2.2
COc1ccc(C)cc1NC(=O)CCN1CC(C)OC(C)C1 (stereo not drawn) | 3.5 | 0.2 | 7.7 | 2.2 | -10.2 | -3.4 | -0.2 | 5.9 | x
Cc1cc(C)n(-c2ccc(C(=O)OCC(=O)N3CCN(c4ccccc4)CC3)cc2)n1 | -0.3 | -1.6 | 8.0 | 3.2 | -3.6 | -0.5 | -0.8 | -1.0 | -1.3
Cc1cccc(N2CCN(C(=O)CS(=O)(=O)Cc3nc(-c4ccccc4F)oc3C)CC2C)c1 (stereo not drawn) | -3.3 | -1.2 | 6.7 | 3.4 | 2.9 | -0.9 | -0.8 | 3.2 | 0.1
CCOc1ccc2[nH]c(O)c(NC(C)=O)c2c1 | 7.2 | 0.4 | -14.8 | 2.4 | 0.8 | -5.7 | 1.2 | 3.8 | -0.1

Six structures from above, sorted by length of the SMILES, falling:
SMILES | GDH-TPI inh | FadD28 binding | PrPC TRFRET | UGM FP inh | BoNT-F LC inh | CCHF vOTU inh | BoNT-A LC inh2 | FBA Mtb inh | BioA inh
Cc1ccc(NC(=O)Cn2c(O)c(N=NC(=O)c3cc4ccccc4cc3O)c3ccccc32)cc1 | 28.4 | -0.6 | -3.9 | 3.0 | -1.0 | 1.7 | 1.1 | -4.4 | -1.9
Cc1cccc(N2CCN(C(=O)CS(=O)(=O)Cc3nc(-c4ccccc4F)oc3C)CC2C)c1 (stereo not drawn) | -3.3 | -1.2 | 6.7 | 3.4 | 2.9 | -0.9 | -0.8 | 3.2 | 0.1
Cc1cc(C)n(-c2ccc(C(=O)OCC(=O)N3CCN(c4ccccc4)CC3)cc2)n1 | -0.3 | -1.6 | 8.0 | 3.2 | -3.6 | -0.5 | -0.8 | -1.0 | -1.3
Cc1cccc(C(=O)NNC(=O)CN2C(=O)c3ccccc3C2=O)c1 | -3.1 | -1.6 | 1.8 | 1.1 | -3.9 | 2.5 | -0.5 | 0.5 | x
COc1ccc(C)cc1NC(=O)CCN1CC(C)OC(C)C1 (stereo not drawn) | 3.5 | 0.2 | 7.7 | 2.2 | -10.2 | -3.4 | -0.2 | 5.9 | x
CCOc1ccc2[nH]c(O)c(NC(C)=O)c2c1 | 7.2 | 0.4 | -14.8 | 2.4 | 0.8 | -5.7 | 1.2 | 3.8 | -0.1

Continued:
SMILES | GDH-TPI inh | FadD28 binding | PrPC TRFRET | UGM FP inh | BoNT-F LC inh | CCHF vOTU inh | BoNT-A LC inh2 | FBA Mtb inh | BioA inh
O=C(O)CSCC(=O)c1ccccc1 | 8.2 | 0.4 | -1.8 | -1.0 | 0.9 | -4.9 | -0.2 | 1.9 | -0.8
CCOC(=O)c1oc2ccc(S(=O)(=O)n3nc(-c4ccccc4)cc3N)cc2c1C | 7.2 | -6.0 | -1.7 | -1.8 | -4.1 | -7.1 | -0.1 | -3.1 | -1.5
OCCC1CN(Cc2cccn2-c2ncccn2)CCN1Cc1ccc(F)cc1 (stereo not drawn) | -1.6 | -1.4 | -12.6 | -0.8 | -31.3 | -5.4 | -6.6 | 0.0 | -0.1
Cn1c2ccccc2c2c(C(=O)NCC3CCCO3)cn(C3CCCC3)c(=O)c21 (stereo not drawn) | 11.9 | -0.9 | x | 1.1 | 11.9 | x | 1.0 | 12.1 | -0.5
CC(C)CCNC(=O)NC(=O)COc1ccccc1C#N | -2.5 | -0.6 | -2.5 | -0.8 | -19.9 | 2.6 | -3.5 | 1.6 | 1.0
COc1cc(OC)cc(C(=O)N2CCC3(CC2)NCCc2[nH]cnc23)c1 | -0.8 | -1.2 | -1.9 | -2.2 | 0.2 | 8.4 | 0.2 | 0.5 | -0.5
COc1ccc(N2CCN(CC(=O)c3ccc(O)c(C)c3O)CC2)cc1 | 28.8 | -3.1 | -9.5 | -3.3 | -8.6 | 3.4 | 0.2 | 2.7 | -1.4
Cc1noc(C)c1C(=O)N(CC(=O)NC1CCCC1)Cc1ccccc1F | 3.2 | -1.5 | 9.2 | 1.8 | -1.3 | -3.8 | -0.8 | 2.1 | 0.6
CCC(=O)N1N=C(c2ccc(NS(C)(=O)=O)cc2)CC1c1ccc(N(C)C)cc1 (stereo not drawn) | 22.8 | -0.2 | -3.8 | 2.2 | -4.1 | -5.3 | 0.0 | 9.0 | x
CN(c1cccnc1)c1ncnc2[nH]ncc12 | 3.7 | -1.3 | -2.0 | 1.7 | 1.4 | 0.9 | -0.2 | -8.4 | 0.1
CCOC(=O)/C(C#N)=C\c1ccc(N2CCN(C)CC2)cc1 | 17.2 | -1.9 | 1.7 | -3.3 | 4.7 | 16.0 | 0.2 | -2.4 | -0.2
O=C(c1ccccc1)N1CC(COc2ccccc2)OC(c2cccnc2)O1 (stereo not drawn) | 5.7 | -1.0 | 3.1 | -1.6 | u | 6.4 | 1.3 | 2.4 | 4.3
Cc1ccc(CNC(=O)C2CCN(S(=O)(=O)N3CC(C)CC(C)C3)CC2)cc1 (stereo not drawn) | -1.5 | 0.9 | 1.7 | 1.7 | 2.6 | 3.4 | -3.3 | -0.2 | -1.4
COc1ccc(OC)c(C(=O)NC(CC(N)=O)c2ccc(NCc3ccccn3)c([N+](=O)[O-])c2)c1 (stereo not drawn) | 9.9 | -0.7 | -25.7 | 0.6 | -1.9 | 6.3 | -0.2 | 0.8 | 0.3
